High-throughput results deposited in PubChem by National Center for Advancing Translational Sciences (NCATS).
LDHA block – inhibitors of human lactate dehydrogenase A | AID 1347041 | P00338 | activity change, % (values are at about 110 or 230 µM) | purified LDHA, NADH/diaphorase-resazurin fluorescence; stronger effect = lower value | 0.15% of 480,000 active; in the data active = activity change below about -30%; inconclusive = mostly about -25% to -30%;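 note: plate controls were DMSO wells for no effect and wells without enzyme for full effect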
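Enzyme activity of human lactate dehydrogenase 5 (2 nM; 0.06 mM NADH, 0.2 mM pyruvate, 5 min, RT) is measured via a resazurin/diaphorase fluorescence readout of residual NADH.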
BLM inh – Bloom syndrome helicase (human) inhibition. recombinant BLM DNA unwinding, fluorescence dequenching. Potency, µM (doses to about 56.1 µM), for inactives: at the top dose activity change, negative = inhibition, usual class: inhibitors. 0.2% of 350,000 active. AID 2528;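 note: potency is the fitted concentration of half-maximal effect; plate controls were vehicle for no effect and no enzyme for full effect; nearly all actives have a fitted effect of over 35% in size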
Glioma ERSR ind – induces the endoplasmic reticulum stress response in human glioma cells; Potency, µM, without a hit: at the highest dose activation, actives largely listed as activators; U87-MG GRP78 promoter luciferase reporter, 16 h; AID 602332; 0.02% of 420,000 active; note: potency is the fitted concentration of half-maximal effect; series mostly up to about 76 µM; % of control where 0% means no effect; nearly all actives have a fitted effect of over 35% in size
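Stably transfected U87-MG glioma cells carrying a GRP78-based luciferase sensor; 16 h compound incubation. Luminescence end-point read 10 min after Bright-Glo addition at room temperature.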
APEX1 inh – inhibitors of human APE1 endonuclease. recombinant APE1, TAMRA/BHQ-2 abasic DNA cleavage fluorescence. Potency, µM (highest dose often 65.8 µM), for the others: at the top dose activity change, negative = inhibition, usual class: inhibitors. 0.35% of 350,000 active. AID 2517;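 note: potency is the fitted concentration of half-maximal effect; plate controls were vehicle for no effect and reference inhibitor for full effect; nearly all actives have a fitted effect of over 55% in size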
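Measures dequenching upon AP-site incision of a 5'-TAMRA/3'-BHQ-2 THF-containing duplex, 50 nM; human APE1 0.75 nM after 15 min room-temperature exposure to compound; kinetic three-point read at one-minute spacing.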
Pol beta inh – blocks human DNA polymerase beta activity; P06746; Pol beta primer extension/strand displacement, fluorescence kinetic; Potency, µM (top dose mostly 114 µM), without a hit: at the highest dose activity change, negative = inhibition, usual class: inhibitors; 1.3% of 340,000 active; note: potency is the fitted concentration of half-maximal effect; % is set by controls: 0 for no effect and ±100 for the full control effect
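Enzyme-only controls used 10 nM Pol beta; buffer lacking enzyme served as negative control. Compound preincubated 15 min, then 50 nM substrate added; 0 and 10 min reads at room temperature.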
POLI inh – blocks human DNA polymerase iota activity. Potency, µM (doses to about 115 µM), without a hit: at the highest dose activity, negative = inhibition, usual class: inhibitors. AID 588590. 1% of 390,000 active. Q9UNA4. Pol iota fluorescent replication assay, 10 min; note: potency is the fitted concentration of half-maximal effect
Target sequence (Q9UNA4 whole entry, looked up): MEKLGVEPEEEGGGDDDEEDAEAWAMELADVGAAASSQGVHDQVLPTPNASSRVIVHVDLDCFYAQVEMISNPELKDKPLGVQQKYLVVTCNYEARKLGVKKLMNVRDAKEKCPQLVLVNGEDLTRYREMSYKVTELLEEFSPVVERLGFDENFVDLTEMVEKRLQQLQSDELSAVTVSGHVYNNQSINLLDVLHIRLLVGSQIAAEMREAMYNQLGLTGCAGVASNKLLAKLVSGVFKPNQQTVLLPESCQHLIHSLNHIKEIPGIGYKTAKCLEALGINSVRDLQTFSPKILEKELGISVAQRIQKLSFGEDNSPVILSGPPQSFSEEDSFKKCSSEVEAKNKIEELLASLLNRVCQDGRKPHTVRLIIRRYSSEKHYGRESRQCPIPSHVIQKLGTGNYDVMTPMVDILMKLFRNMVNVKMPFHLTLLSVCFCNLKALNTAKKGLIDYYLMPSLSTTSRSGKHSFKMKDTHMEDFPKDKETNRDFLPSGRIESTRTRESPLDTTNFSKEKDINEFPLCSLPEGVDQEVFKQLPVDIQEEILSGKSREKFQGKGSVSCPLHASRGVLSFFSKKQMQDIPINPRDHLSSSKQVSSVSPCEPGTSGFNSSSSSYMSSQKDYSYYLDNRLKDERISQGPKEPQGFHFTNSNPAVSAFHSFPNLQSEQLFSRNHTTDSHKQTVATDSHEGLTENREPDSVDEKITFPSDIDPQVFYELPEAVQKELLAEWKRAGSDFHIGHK
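Fluorescent replication assay read twice, at 0 min and 10 min after adding 50 nM (final) substrate. Enzyme (10 nM) and compounds were first incubated 15 min at room temperature; enzyme-free buffer wells were negative controls.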
POLK inh – blocks human DNA polymerase kappa activity. Q9UBT6. purified Pol kappa, fluorescent DNA synthesis assay, 10 min. Potency, µM (series often up to 107 µM), inactives show at the top dose activity, negative = inhibition, actives largely listed as inhibitors. 0.53% of 400,000 active; note: potency is the fitted concentration of half-maximal effect; % is set by controls: 0 for no effect and ±100 for the full control effect
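Fluorescent qHTS in 1536-well format: enzyme (10 nM) and compound sat 15 min at room temperature before 50 nM substrate (final) was added. Signal taken at 0 and 10 min; no-enzyme buffer wells were negative controls.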
Pol eta inh – inhibitors of human DNA polymerase eta; recombinant Pol eta, fluorescent DNA replication assay; Potency, µM (titrated, usually from 114 µM), inactives show at the top dose activity change, negative = inhibition, hits mostly inhibitors; 1.2% of 390,000 active; note: potency is the fitted concentration of half-maximal effect; % is set by controls: 0 for no effect and ±100 for the full control effect
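Fluorescent replication assay: 50 nM final substrate added after a 15 min room-temperature compound preincubation with 10 nM enzyme. Signal taken at 0 min and again at 10 min.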
Anesthetic bind – candidate novel general anesthetic via apoferritin binding. 0.074% of 350,000 active. Potency, µM (series often up to 77.5 µM), inactives show at the highest dose activity change, negative = displacement, actives largely listed as inhibitors. apoferritin/1-aminoanthracene competitive binding, fluorescence. P02791; note: potency is the fitted concentration of half-maximal effect; % is set by controls: 0 for no effect and ±100 for the full control effect; nearly all actives have a fitted effect of over 20% in size
Target sequence (P02791 2-175 limits assumed): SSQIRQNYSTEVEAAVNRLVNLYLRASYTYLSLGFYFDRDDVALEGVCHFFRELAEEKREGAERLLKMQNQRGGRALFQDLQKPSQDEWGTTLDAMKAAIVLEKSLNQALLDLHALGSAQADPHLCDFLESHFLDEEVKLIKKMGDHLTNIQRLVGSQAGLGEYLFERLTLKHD
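Horse-spleen apoferritin (10 uM) was mixed with 50% saturated 1-aminoanthracene in PBS, exposed to compounds for 10 min at room temperature, and read for fluorescence (ex 380 nm, em 535 nm). Competitive displacement was fitted with a four-parameter Hill equation.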
An asterisk follows results filed as active; ? = inconclusive; · = no result given; & = joins results of further samples; [ ] = another dose, or the depositor's remark. Unless noted, calls come from the whole dose curve; as a rule, active = well fitted curve in the direction sought with a large enough effect; inconclusive = small, poorly fitted or top-dose-only effect, or another doubt; inactive = no such curve, though single readings can be large; an effect the other way counts as inactive or inconclusive.

SMILES | LDHA block | BLM inh | Glioma ERSR ind | APEX1 inh | Pol beta inh | POLI inh | POLK inh | Pol eta inh | Anesthetic bind
COCCN(CC(=O)Nc1ccccc1C)S(=O)(=O)c1ccc(S(=O)(=O)N2CCCC2)cc1 | -5 | 3% | -1% | 0% | -2% | 28% | -1% | -6% | -10%
COc1ccc(-c2nnc3sc(C(C)N4C(=O)c5ccccc5C4=O)nn23)cc1 (stereo unspecified) | -10 | 4% | -2% | 8% | 3% | -10% | -1% | -13% | 2%
O=C(O)CSCC(=O)N1CCCN(c2ccc(C(F)(F)F)cn2)CC1 | -8 | 2% | 17% | 10% | 19% | 21% | -7% | -4% | -3%
CC1CCCCC1NS(=O)(=O)c1ccc(S(=O)(=O)NCc2ccncc2)cc1 (stereo unspecified) | 0 | -4% | -3% | ? | 71µM* | ? | 0% | -9% | -4%
Cc1oc(-c2ccccc2Cl)nc1CS(=O)CC(=O)NCc1cccs1 (stereo unspecified) | -5 | 3% | -3% | 1% | 2% | 10% | -21% | -21% | -20%
CCn1nc(C)c(NC(=O)c2ccc(Cl)cc2)c1C | -8 | -1% | -3% | 15% | 1% | -9% | -7% | -3% | -1%
CCC1(CC)Cc2ccccc2C(N)=C1C#N | 2 | -2% | 3% | 0% | 0% | -9% | -4% | -12% | -8%
Cc1cc2nn(-c3ccc(F)cc3)nc2cc1NC(=O)c1cccc2ccccc12 | -1 | -2% | 5% | · | 1% | 41%[activator] | 4% | -20% | -3%
O=C(NCc1ccccc1)c1cnc2n(c1=O)CCS2 | 4 | -14% | -6% | 22% | 18% | ? | -19% | -2% | -10%
O=C(CSc1nnc(-c2c[nH]c3ccccc23)o1)c1ccc(-c2ccccc2)cc1 | -9 | -2% | -1% | 5% | 3% | 113%[activator] | -12% | -4% | 6%
COC(=O)CN1C(=S)N(c2ccc(Cl)cc2)C(=O)C1CC(=O)Nc1ccc(F)cc1 (stereo unspecified) | 6 | -2% | -3% | 12% | 2% | 20% | -14% | -13% | 3%
O=C(O)c1ccc2c(=O)n3c(nc2c1)/C(=C/c1ccccc1C(F)(F)F)CCCC3 | -8 | -6% | -2% | -1% | 20% | 197%[activator] | -10% | -13% | -12%
CCCCn1c(SCC(=O)N2CCCC2)nc2cc(S(N)(=O)=O)ccc21 | -2 | 3% | 0% | ? | 1% | -13% | 6% | -11% | -5%
O=C(Cc1ccc(F)cc1)NCCc1csc2nc(-c3ccccc3F)nn12 | 0 | -1% | -4% | · | -2% | 21% | -2%[60.1 µM] | -10% | -9%
COC(=O)c1c(-c2ccc(Cl)cc2)noc1N1CCN(c2cccc(OC)c2)CC1 | -8 | -3% | -5% | · | 17% | ? | -10%[60.1 µM] | -8% | 5%
CCCCNC(=O)c1cc2n(n1)CCCN(Cc1ccc(C)cc1)C2=O | -2 | -1% | 0% | · | -25% | ? | 2%[60.1 µM] | 1% | -16%
Nc1ccc(-c2cc3ccccc3[nH]2)cc1 | 3 | · | 1% | · | · | 29% | -14% | · | ·
Cc1ccc(OCCn2cc(C(=O)C3CCCCC3)c3ccccc32)cc1 | 4 | -8% | -4% | · | -13% | 4% | -25% | -29% | 49%[activator]
CCOC(=O)C1CCCN(S(=O)(=O)c2cc(OCC(=O)NC3CCCCC3)c(C)cc2Cl)C1 (stereo unspecified) | -2 | -11% | -3% | -5% | 0% | 22% | -6% | -11% | -16%
Cc1ccc(NS(=O)(=O)c2cn(C)c(C)n2)c(Br)c1 | 0 | 2% | -2% | · | 4% | -3% | -8%[60.1 µM] | -2% | 1%
O=C(O)c1ccccn1 | 2 | -10% | 0%&-5% | -10% | · | ? | 0% | -13% | ·
O=C1CC(C(=O)NC2CCCCC2)C2(CCCCC2)O1 (stereo unspecified) | -3 | -2% | -3% | 6% | 1% | 16% | 1% | -23% | -9%
COc1cccc(C(=O)Nc2nc(SCc3ccc(Cl)cc3)n[nH]2)c1 | 3 | -3% | 7% | -1% | 3% | 8% | -4% | -13% | -14%
Cc1ccc(NC(=S)N2CCCC2)cc1C | -4 | 3% | 15% | -2% | 11% | 18% | -7% | -4% | -13%
O=C(Nc1cnn(Cc2ccc(Cl)cc2Cl)c1)c1cc(-c2cccs2)on1 | -4 | -8% | -7% | 4% | 12% | 1% | -8% | -9% | -21%

The closing two compounds of the section before come first, to join the parts:
SMILES | LDHA block | BLM inh | Glioma ERSR ind | APEX1 inh | Pol beta inh | POLI inh | POLK inh | Pol eta inh | Anesthetic bind
Cc1ccc(NC(=S)N2CCCC2)cc1C | -4 | 3% | 15% | -2% | 11% | 18% | -7% | -4% | -13%
O=C(Nc1cnn(Cc2ccc(Cl)cc2Cl)c1)c1cc(-c2cccs2)on1 | -4 | -8% | -7% | 4% | 12% | 1% | -8% | -9% | -21%
Cc1cc(=O)oc2cc(NC(=O)c3cccc(S(C)(=O)=O)c3)ccc12 | -2 | -8% | 0% | 13% | 19% | ? | -10% | -11% | -4%
NC(=O)c1ccc(CSc2nc3ccccc3s2)cc1 | -2 | -3% | 4% | -13% | 0% | -20% | -9% | -2% | -12%
O=C(NCc1cccnc1)/C(=C/c1ccc(-c2ccc(Cl)cc2)o1)S(=O)(=O)c1ccccc1 | 1 | -11% | -17% | -5% | 4% | ? | -12% | -19% | -18%
c1ccc2c(c1)ccc1ncccc12 | -9 | -11% | -1% | 7%&2% | 10% | -17% | -10% | 6% | -8%
Cc1csc(=Nc2c(C)n(C)n(-c3ccccc3)c2=O)n1Cc1ccccc1 | -1&-1 | -1% | -3%&6% | -7% | 0% | 46%&8%[activator] | -3%&-12% | -17%&-14% | -11%
COc1ccc(CN2CCN(S(=O)(=O)c3ccc(NC(C)=O)cc3)CC2)cc1OC | -18 | -4% | -2% | -9% | 0% | 0% | -9%[60.1 µM] | 10% | -20%
O=C(OCC(=O)N1N=C(c2ccc(Cl)cc2)CC1c1ccco1)c1ccco1 (stereo unspecified) | 1 | -1% | -2% | -8% | -2% | 43%[activator] | -13% | -17% | -4%
COC(=O)[C@@H](NCc1cccc(CN[C@H](C(=O)OC)c2ccccc2)c1)c1ccccc1 | 0 | 0% | -4% | 7% | -14% | 22% | 9% | -5% | -12%
CCCCNC(=S)Nc1ccccc1Cc1ccccc1 | -9 | 4% | 1% | -2% | -2% | 151%[activator] | -13% | -6% | -15%
Cc1ccccc1-n1nc2c(c1NC(=O)c1ccco1)CS(=O)(=O)C2 | -1 | -1% | -4% | 50%[activator] | 3% | -4% | 1% | -13% | 5%
COc1ccc(C(=O)N2CCN(S(=O)(=O)c3cc(Cl)ccc3OC)CC2)cc1 | -4 | -2% | -7% | -1% | 3% | 19% | 5% | -12% | -2%
COc1cc(OC)cc(OC(=O)C2CCN(C3=NS(=O)(=O)c4ccccc43)CC2)c1 | -2 | · | -1% | -2% | · | 11% | -1% | -19% | ·
CCN(CC)CCn1c2ccccc2c2nc3ccccc3nc21 | 3 | 69%[activator] | 9% | -28% | ? | ? | ? | -16% | -7%
O=C(NC(=S)NCCN1CCOCC1)c1cccc(Cl)c1 | 2 | -1% | 4% | 1% | 15% | -1% | 5% | -13% | 7%
CCOc1ccccc1C1CC(=O)Nc2c1c(=O)n(C)c(=O)n2C (stereo unspecified) | -9 | 1% | -3% | -3% | 2% | -11% | ? | -5% | -10%
Cc1ccc2[nH]cc(C(c3ccccc3)c3ccc(C)s3)c2c1 (stereo unspecified) | 6&0 | -13% | 1% | · | -2% | 8% | -15% | -5% | -7%
O=C(CN(C1CCCCC1)S(=O)(=O)c1ccc(F)cc1)NCc1ccncc1 | -3 | -3% | -1% | 16% | 86% | -5% | -3% | -12% | -9%
O=C(C1CCCN(S(=O)(=O)Cc2ccccc2)C1)N1CCC(Cc2ccccc2)CC1 (stereo unspecified) | 0 | -11% | -5% | -3% | -11% | 20% | -7% | -11% | 46%[activator]
CCC(=O)Oc1ccc2oc(=O)cc(C)c2c1 | -3 | -2% | 3% | 0% | 12% | -18% | -4% | -8% | -18%
O=c1c2cc3c(=O)n(-c4ccccc4O)c(=O)c3cc2c(=O)n1-c1ccccc1O | 0 | -6% | 3% | 8% | ? | -18% | -14% | -16% | -5%
O=C(CN(C(=O)CCC(=O)Nc1ccccn1)C1CCCC1)NCc1ccccc1 | 0 | -2% | -3% | 29% | 9% | 34%[activator] | 9% | ? | 2%
O=C(O)CN1C(=O)/C(=C/c2ccccc2Br)Oc2ccccc21 | -6 | -1% | -1% | 42% | 13% | ? | -15% | -4% | 46%[activator]
COC(=O)c1ccc(NC(=O)CN2C(=O)CNC2=O)cc1 | -11 | -5% | 0% | 19% | 13% | 6% | -13% | -11% | -11%
CC(C)c1cc(-c2cc(C(=O)Nc3ccccc3)on2)nc(NC2CCCC2)n1 | 4 | · | -3% | · | · | ? | 0% | -16% | ·
CN(C(=O)CCOc1ccccc1)c1c(N)n(Cc2ccccc2)c(=O)[nH]c1=O | -2 | · | -2% | 28% | · | -13% | 12% | -13% | ·

(list continues)
SMILES | LDHA block | BLM inh | Glioma ERSR ind | APEX1 inh | Pol beta inh | POLI inh | POLK inh | Pol eta inh | Anesthetic bind
CCN(CC)c1ccc(C(=O)NC(=S)N2CCN(Cc3ccc4c(c3)OCO4)CC2)cc1 | -15 | -8% | 1% | -3% | ? | -9% | -15% | -13% | -11%
CCOC(=O)c1cnc2c(C)cc(C)cc2c1NCCN1CCOCC1 | -7 | 3% | -2% | · | -8% | 26% | -7% | -5% | -12%
Brc1ccc(/C=N/Nc2ccccn2)cc1 | -2 | -4% | 0% | 5% | 1% | 26% | -1% | -3% | -5%
COc1ccccc1CNC(=O)CN1C(=O)c2cccc(N)c2C1=O | 3 | 1% | -2% | 37% | 3% | 126%[activator] | -8% | -6% | 477%[activator]
CC1CC(C)CN(S(=O)(=O)c2ccc3c(c2)n(C)c(=O)c(=O)n3C)C1 (stereo unspecified) | -5 | 1% | -5% | 15% | 33%[activator] | 38%[activator] | 6% | -14% | -2%
O=C(Cc1ccc(S(=O)(=O)N2CCCCC2)cc1)NCc1ccc(Cl)cc1 | -1 | · | -4% | -3% | · | 11% | -2% | 0% | ·

Some of the compounds tested; count on the stated rates, not on these rows.
